Screening results as filed in PubChem.
KCNQ2 block = KCNQ2 channel blockers in CHO-K1 cells – cell-based, FluxOR thallium flux, B-score, primary screen (AID 2156); hit rate 1.1% among 310,000; B-score at 10 µM; O88943; 20 min; active compounds read low;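 active means fluorescence ratio B-score at most minus 3 library SDs, with starting brightness B-score within 2 library SDs, cut at about -5.5 in these data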
Target sequence (O88943 whole entry, looked up): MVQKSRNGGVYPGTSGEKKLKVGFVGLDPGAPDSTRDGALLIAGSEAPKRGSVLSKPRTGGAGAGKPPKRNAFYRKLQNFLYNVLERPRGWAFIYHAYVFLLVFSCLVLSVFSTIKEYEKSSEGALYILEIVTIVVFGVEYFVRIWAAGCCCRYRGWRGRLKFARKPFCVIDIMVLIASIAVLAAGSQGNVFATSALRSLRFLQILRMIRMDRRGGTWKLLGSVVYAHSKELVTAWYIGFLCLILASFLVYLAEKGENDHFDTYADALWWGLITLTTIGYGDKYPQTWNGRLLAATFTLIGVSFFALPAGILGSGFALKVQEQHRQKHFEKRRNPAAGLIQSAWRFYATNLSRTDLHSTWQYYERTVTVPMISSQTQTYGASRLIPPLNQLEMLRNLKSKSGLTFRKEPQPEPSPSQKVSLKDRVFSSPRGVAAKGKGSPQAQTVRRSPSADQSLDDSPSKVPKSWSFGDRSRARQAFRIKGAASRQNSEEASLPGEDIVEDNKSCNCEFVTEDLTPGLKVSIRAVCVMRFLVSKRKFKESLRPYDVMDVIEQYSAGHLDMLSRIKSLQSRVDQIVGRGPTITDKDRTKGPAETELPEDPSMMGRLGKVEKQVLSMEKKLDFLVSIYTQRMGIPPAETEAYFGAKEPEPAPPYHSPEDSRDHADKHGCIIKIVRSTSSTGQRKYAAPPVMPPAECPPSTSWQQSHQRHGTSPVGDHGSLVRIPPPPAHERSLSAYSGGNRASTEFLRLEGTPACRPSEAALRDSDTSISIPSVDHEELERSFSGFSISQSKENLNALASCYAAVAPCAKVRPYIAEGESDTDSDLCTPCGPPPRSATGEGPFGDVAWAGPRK
STK33 inh = blocks human STK33 kinase activity; Q9BYT3; AID 2661; hit rate 0.073% among 320,000; purified STK33, MBP phosphorylation, ADP-Glo luminescence; inhibition, % at 10 µM;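 active means inhibition at or above 25%, using the most active replicate where run in duplicate; inactive means inhibition below 25%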
Kir21 block = inhibitors of mouse Kir2.1 inward-rectifier potassium channel. B-score at 10 µM. hit rate 0.85% among 310,000. P35561. HEK293-Kir2.1, FluxOR thallium flux fluorescence; active compounds read low;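 active means fluorescence ratio B-score at or below minus 3 SD of library scores, with starting-brightness B-score within 2 SD, cut at about -4.2 in these data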;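 further: channel flux triggered by added potassium and thallium sulfate stimulus; B-score of peak minus minimum fluorescence over baseline after thallium stimulus; more negative B-score means stronger Kir2.1 block with less thallium influx; some compounds called inactive have numbers as strong as hits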
Numbers without * were called inactive; i = inactive; x = no result given.

SMILES	KCNQ2 block	STK33 inh	Kir21 block
O=c1[nH]c2ccccc2c(O)c1-c1ccccc1	i	1.0	-0.5
O=C1CCC(C(=O)N2CCCC(C(=O)c3ccc4ccccc4c3)C2)=NN1 (configuration not stated)	i	-2.4	1.8
COc1cccc(OCCOc2ccc(/C=C3\C(=N)N4N=C(S(C)(=O)=O)SC4=NC3=O)cc2OC)c1	i	-1.3	1.2
Cc1ccc(-c2nnnn2C2C/C(=N\NC(N)=S)C3OCC2O3)cc1 (configuration not stated)	i	-0.5	-1.1
COCCn1cnc2c1c(=O)n(Cc1ccccc1C#N)c(=O)n2Cc1ccccc1	i	-2.5	2.2
O=C(Nc1ccc(Nc2ccccc2)cc1)c1cc([N+](=O)[O-])ccc1Cl	i	-1.3	1.8
Cc1cccc(NC(=O)c2cccc(C(=O)Nc3cccc(C)n3)c2)n1	i	0.4	0.44
Nc1nc2c(Cl)cc(Cl)cc2s1	i	-0.7	0.03
COc1ccc(S(=O)(=O)N(C)CC(=O)NCCC2=CCCCC2)cc1	i	-3.6	-0.14
CC(C)NS(=O)(=O)c1ccc(Oc2ncc(C(F)(F)F)cc2Cl)cc1	i	-1.4	2.3
CCCNC(=O)COC(=O)c1ccc(OCC(=O)Nc2ccccc2OC)c(OC)c1	i	-2.3	-0.01
CC(=O)Nc1ccc(NC(=O)C2CCN(C(=O)c3ccc([N+](=O)[O-])cc3)CC2)cc1	i	-2.2	-1.2
c1ccc(-c2csc3ncnc(NCCN4CCOCC4)c23)cc1	i	0.6	-0.55
Cc1cc(C)n(-c2nc3ccccc3c(=O)n2OCC(=O)OCc2ccccc2)n1	i	x	-3.4
Cc1ccc(NC(=O)CSCc2cc(=O)n3ccsc3n2)c(C)c1	i	-1.8	-0.77
O=C1OC(/C=C/c2ccccc2)=NC/1=C\c1cccnc1	i	-0.4	-0.98
COc1cc2c(cc1NC(=O)C(C)OC(=O)c1ccc(S(=O)(=O)Nc3ccccc3Cl)cc1)oc1ccccc12 (configuration not stated)	i	-1.5	-0.42
CC1Cc2cc(S(=O)(=O)CCC(=O)NCc3ccco3)ccc2N1C(=O)C1CC1 (configuration not stated)	i	-0.4	2.1
Cc1cccc(Sc2nc(-c3ccccc3)ccc2C#N)c1	i	0.4	-0.07
Cc1nn(C)cc1C(N)=O	i	0.7	-0.53
CC1CCc2sc(C(=O)N(C)CC(=O)Nc3ccc(N4CCOCC4)cc3)cc2C1 (configuration not stated)	i	-1.1	-0.39
Cc1ccc(-c2csc(-c3c[nH]c4ccccc34)n2)c(C)c1	i	0.6	1.1
COc1cccc(C(=O)Oc2ccc3ccc(=O)oc3c2)c1	i	0.9	-1.3
C=CCN1C(=O)c2ccc(C(=O)NCCOc3ccccc3F)cc2C1=O	i	-0.8	-0.06
C/C(=N\NC(=O)CCc1ccc(S(=O)(=O)N2CCOCC2)cc1)c1ccc(Br)cc1	i	-2.0	-0.75
O=C(Cc1cccs1)Nc1nnc(SCc2cccc3ccccc23)s1	i	-1.0	0.52
COC(=O)c1cn(NC(=O)Cc2ccc(Cl)c(Cl)c2)c(=O)c2ccccc12	i	-1.1	-1.2
CCN(Cc1ccccc1)C(=O)C1CCC(CNc2c(N3CCOCC3)c(=O)c2=O)CC1 (configuration not stated)	i	-0.3	-1.6
O=C(O)COc1ccc(Br)cc1C(c1c(C(=O)O)[nH]c2ccccc12)c1c(C(=O)O)[nH]c2ccccc12	i	6.4	0.98
Nc1ccccc1C(=O)NCc1ccc(F)cc1	i	0.6	2
CSc1nc2c(c(=O)n1C)SC(C)C2 (configuration not stated)	i	-1.4	-0.15
CC1(C)C(=O)OC(C(=O)c2ccc(Cl)cc2)C(C)(C)C1=O (configuration not stated)	i	0.3	-0.73
O=C(CSc1nc(=O)n(CCCN2CCOCC2)c2c1CCCC2)Nc1cccc(Cl)c1	i	-1.3	0
COc1ccc(S(=O)(=O)/N=C2/NC(=O)/C(=C\c3ccco3)S2)cc1	i	2.5	0.79
CCOC(=O)C(=O)/C(=C\N(C)C)c1onc(-c2ccccc2)c1C(=O)OC	i	-1.7	-1.6
C=CCON/C(CCC)=C1\C(=O)CC(C)(C)CC1=NC	i	0.4	0.29
CC(C(=O)Nc1nccs1)N1C(=O)C2CC=CCC2C1=O (configuration not stated)	i	-0.3	-0.75
O=C(/C=C/c1cccs1)NC1CC1	i	0.8	1.3
C=CCN(CC(O)c1cccc([N+](=O)[O-])c1)C(C)CCc1ccccc1 (configuration not stated)	i	0.3	-0.7
NNC(=O)c1csc(-c2cccc(C(F)(F)F)c2)n1	i	-2.4	0.19
Cc1cc(C)n(-c2n[nH]c(C)c2[N+](=O)[O-])n1	i	-0.2	0.64
COc1ccccc1C(=O)NCCC(=O)Nc1nc2ccccc2[nH]1	i	0.2	-2.2
CC(C)(C)NC(=O)COc1ccc(CNn2nnnc2N)cc1	i	-0.9	0.68
Cc1cccc(CC(C)NC(=O)CCc2nnc(CCCCc3ccccc3)o2)n1 (configuration not stated)	i	-0.1	1.1
COc1ccc(CC(=O)NNc2ncnc3c2cnn3Cc2ccccc2)cc1OC	i	0.0	0.07
Cc1ccc(C)c(Nc2cc(C)nc(-c3ccccc3O)n2)c1	i	-0.5	-0.32
COCCSc1nnc(NC(=O)CS(=O)(=O)c2ccc(C)cc2)s1	i	-0.5	1.6
CCOC(=O)N1CCN(Cc2cccs2)CC1	i	0.2	-1
CC(C)c1ccc(NC(=O)Cn2nnc(C(=O)NCc3ccc4c(c3)OCO4)c2N)cc1	i	-1.9	-0.53
CN(C)CCCN(C(=O)CCc1ccccc1)c1nc2ccc(F)cc2s1	i	-0.4	-4.9*

Additional structures
SMILES	KCNQ2 block	STK33 inh	Kir21 block
CCc1nn(-c2ccccc2)c(=S)c2ccccc12	i	-0.3	0.67
CCCOc1ccc(/C=N/n2nnnc2N)cc1OC	i	-1.7	-0.16
O=C(c1ccc([N+](=O)[O-])cc1)N1CCSC1c1ccc(Cl)cc1 (configuration not stated)	i	-0.2	-3
CCOC(=O)c1cccc(NC(=O)C2CCN(S(=O)(=O)c3cccs3)CC2)c1	i	-0.9	-0.55
COc1ccc(-c2nnc(SC(C)C(=O)Nc3c(C)n(C)n(-c4ccccc4)c3=O)o2)cc1 (configuration not stated)	i	-0.7	0.03
CCN(c1c(C)n(C)n(-c2ccccc2)c1=O)S(C)(=O)=O	i	-1.3	-2.3
NS(=O)(=O)c1ccc(N/N=C2/CCCc3ccccc32)c([N+](=O)[O-])c1	i	-1.5	1.4
CCC(Sc1nc2cc(OC)c(OC)cc2c(=O)n1Cc1ccc(OC)cc1)C(=O)NCCOC (configuration not stated)	i	-1.4	0.78
CCOc1cccc(C(=O)Nc2ccc(N(CC)CC)cc2)c1	i	-0.4	0.02
COc1ccc(O)c(-c2cc(-c3cccc(Br)c3)n[nH]2)c1	i	0.5	0.03
CCOC(=O)NC(=O)CSc1nc(C)cc(C)c1C#N	i	-0.9	1.8
Fc1ccccc1NC(=S)Nn1cnnc1	i	-0.4	-0.76
CCOC(=O)/C(C#N)=N/Nc1ccc(S(=O)(=O)N2CCc3ccccc32)cc1	i	-1.2	0.71
CS(=O)(=O)N(CC(=O)N/N=C/c1ccc(OCC(=O)N2CCOCC2)cc1)c1ccccc1Cl	i	1.8	0.58
CCC(=O)c1ccccc1OCCN1C(=O)NC(C)(C)C1=O	i	-0.7	-1.4
O=C(CN1C(=O)CC(c2ccco2)Sc2ccccc21)NC1CCCCC1 (configuration not stated)	i	-0.9	-2.4
C=CCOCC(O)CS(=O)(=O)Cc1ccc(Cl)cc1 (configuration not stated)	i	-0.7	0.12
CCOc1cc(/C=N/O)ccc1OCC(=O)Nc1cccc(C)c1	i	-0.7	-0.03
COc1ccccc1N=Nc1ccc(N)c(C)c1	i	-1.1	-0.01
CCOc1cccc(C(=O)Nc2ccccc2OC(F)F)c1	i	-3.9	-2.2

Structural class, those above containing a nitro group on carbon (6)
SMILES	KCNQ2 block	STK33 inh	Kir21 block
O=C(Nc1ccc(Nc2ccccc2)cc1)c1cc([N+](=O)[O-])ccc1Cl	i	-1.3	1.8
CC(=O)Nc1ccc(NC(=O)C2CCN(C(=O)c3ccc([N+](=O)[O-])cc3)CC2)cc1	i	-2.2	-1.2
C=CCN(CC(O)c1cccc([N+](=O)[O-])c1)C(C)CCc1ccccc1 (configuration not stated)	i	0.3	-0.7
Cc1cc(C)n(-c2n[nH]c(C)c2[N+](=O)[O-])n1	i	-0.2	0.64
O=C(c1ccc([N+](=O)[O-])cc1)N1CCSC1c1ccc(Cl)cc1 (configuration not stated)	i	-0.2	-3
NS(=O)(=O)c1ccc(N/N=C2/CCCc3ccccc32)c([N+](=O)[O-])c1	i	-1.5	1.4

Kir21 block: hit marks shown above
SMILES	KCNQ2 block	STK33 inh	Kir21 block
CN(C)CCCN(C(=O)CCc1ccccc1)c1nc2ccc(F)cc2s1	i	-0.4	-4.9*

Later entries:
SMILES	KCNQ2 block	STK33 inh	Kir21 block
COc1ccc(NC2CCCN(C(=O)c3ccncc3)C2)cc1 (configuration not stated)	i	3.3	0.01
Cc1ccc(/C=C/C(=O)OCC(=O)NCCN2C(=O)CSC2=O)o1	i	0.8	0.14
O=C(O)c1nn(-c2ccccc2)ccc1=O	i	-0.3	0.68
O=C1CCC(C(=O)Nc2ccccc2)N1 (configuration not stated)	i	-3.1	1.2
CN1CCC(NCCC(c2ccc(F)cc2)c2ccc(Cl)cc2)CC1 (configuration not stated)	i	-0.3	-6.7*
Cc1c(Cl)cccc1NC(=S)NN1CCOCC1	i	0.8	1.9
COc1ccc(C(=O)NCCCNC(=O)c2ccccn2)cc1	i	-1.2	1.1
C=CCN(CC(=O)NC1CCS(=O)(=O)C1)S(=O)(=O)c1ccccc1C(F)(F)F (configuration not stated)	i	-0.6	0.03
O=C(NC1CC1)C1CCN(C2CCN(C(=O)c3ccc4cccc(F)c4n3)CC2)CC1	i	-1.2	-0.13
CCOC(=O)C1=C(C)NC2=C(C(=O)CC(C)(C)C2)C1c1coc2ccccc2c1=O (configuration not stated)	i	0.5	-0.73
CCc1c(C)sc(NC(NC(C)=O)(C(=O)OC)C(F)(F)F)c1C#N (configuration not stated)	i	-1.8	-0.5
Clc1ccc(C2[C@H]3CN(Cc4ccc(-c5ccccc5)cc4)[C@H](c4ccccc4)C34CC2(c2cccnc2)C4)cn1 (some centres not stated)	i	x	-1.5
CC(C)Oc1ccccc1C1CC(=O)Nc2c1c(=O)n(C)c(=O)n2C (configuration not stated)	i	-0.1	-0.26
Cc1nnc(C)n1/N=C/c1cccc([N+](=O)[O-])c1	i	0.6	-0.55
CC(NC(=O)c1ccc(OC2CCN(C(=O)c3cccnc3)CC2)cc1)C1CC1 (configuration not stated)	i	1.3	2.5
O=C(NCc1ccc(F)cc1)c1ccc(N2CCc3ccccc32)c([N+](=O)[O-])c1	i	-0.4	-5.4*
CCCCn1c(=O)c2c(c3ccccc31)OCC(=O)N2	i	1.2	-0.44
CCOC(=O)N1CCN(CC(=O)Nc2ccc(C)cc2)CC1	i	-0.4	1.5
CC(C)CC(=O)NS(=O)(=O)c1ccc(NS(C)(=O)=O)cc1	i	-0.2	-0.04
Cc1cccc(NC(=O)N2CCCC(CNC(=O)c3ccccc3Cl)C2)c1C (configuration not stated)	-8.2*	-0.9	-0.48
Cc1cccn2c(=O)nc(SCC(=O)NCc3ccc(F)cc3)nc12	i	-0.2	0.39
CCN(CC)S(=O)(=O)c1ccc(N2CCOCC2)c(NC(=O)CNCCc2ccccc2)c1	i	-1.9	-1.2
CC(=O)N1c2ccccc2C2(C)C(C1(C)C)C2(Cl)Cl (configuration not stated)	i	0.1	-0.05
COc1ccc(NC(=S)NC2CC3CCC(C2)N3Cc2ccco2)cc1 (configuration not stated)	i	-0.6	-1.1
O=C(COC(=O)C1=COCCO1)NC1CCCCCCC1	i	-1.7	-1.4
Cc1ccc(-c2nc3sc(C#N)c(N)n3c(=O)c2C#N)cc1	i	x	-2.5
O=C(c1cccc(C(=O)N2CCN(c3ccccc3F)CC2)n1)N1CCN(c2ccccc2F)CC1	i	-0.5	-2.7
S=C(NC1CCCC1)N1CCN(c2ncccn2)CC1	i	1.2	0.76
O=C(NC1CCN(S(=O)(=O)c2ccccc2F)CC1)c1ccco1	i	-1.8	1.8
CCOc1ccc2nc(SCC(=O)N3CCN(C(=O)c4ccco4)CC3)sc2c1	i	1.2	0.82

Among those listed so far, two contain a COOH group.
SMILES	KCNQ2 block	STK33 inh	Kir21 block
O=C(O)COc1ccc(Br)cc1C(c1c(C(=O)O)[nH]c2ccccc12)c1c(C(=O)O)[nH]c2ccccc12	i	6.4	0.98
O=C(O)c1nn(-c2ccccc2)ccc1=O	i	-0.3	0.68

Continuation:
SMILES	KCNQ2 block	STK33 inh	Kir21 block
Cc1ccccc1N(CC(=O)NC1CCCCC1)C(=O)CCCC(=O)Nc1ccccn1	i	0.0	-0.6
N#CCC(=N)N1CCN(c2ccc(Cl)cc2)CC1	i	0.8	0.81
CCN(CC)C(=O)Cn1c(C)c(/C=C/c2cc[n+](C)cc2)c2ccccc21	i	-1.3	-7.8
CC(=O)NC(Cc1c[nH]c2ccccc12)C(=O)NCCc1ccccn1 (configuration not stated)	i	0.0	1.8
Cn1c(O)c(/C=N/NC(=O)c2cc3ccccc3cc2O)c2ccccc21	i	-0.4	-6.3
Cc1ccccc1CS(=O)(=O)c1nnc([C@H](CC(C)C)NC(=O)OC(C)(C)C)o1	-5.6*	-3.4	-2.6
O=C(N/N=C/c1ccc(OC(=O)c2ccccc2Br)cc1)c1ccccn1	i	-2.0	-0.41
